bCat nuc transl – modulators of beta-catenin nuclear translocation; HeLa beta-catenin nuclear translocation, immunofluorescence imaging; nuclear translocation activity, % at 5 µM; 190,000 compounds, 0.3% hits;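 active means nuclear translocation activity above 50% at 5 µM, with a well cell count of 50 or more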;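 further: per-cell ratio of nuclear to cytoplasmic median beta-catenin stain intensity; plate controls were DMSO negative control for no effect and GSK-3 inhibitor IX positive control for full effect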
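Test system: human HeLa cells, endogenous beta-catenin. Times: 24 h compound exposure, 37°C. Measured by: beta-catenin immunofluorescence imaging with DAPI.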
M17LAP inhibition – P. falciparum M17LAP inhibitors, primary screen, biochemical, fluorogenic H-Leu-NHMec substrate, 1536-well (AID 1619); inhibition, % at 30 µM; hits with a dose series show IC50 in µM; recombinant M17LAP, H-Leu-NHMec fluorogenic kinetic assay; higher % means a stronger effect; 220,000 compounds, 0.38% hits;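 active means compound inhibiting the enzyme by more than half at any dose during confirmatory dose-response retesting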;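 further: plate controls were full reaction with DMSO carrier for no effect and no enzyme background for full effect; strong numbers were not always called active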
NOD2 inhibition – NOD2 signaling inhibitors, cell-based, luminescence, uHTS, HEK293 (AID 1566); HEK293 NOD2/NF-kB luciferase reporter, luminescence; higher % means a stronger effect; inhibition, % at 4 µM; hits with a dose series show EC50 in µM; 290,000 compounds, 0.63% hits; in the data active means inhibition above about 50%; further: many of its hits are not listed in these tables
Dynein cargo inh – blocks dynein driven cargo transport along microtubules; z-score, hits read low; AID 1381; 220,000 compounds, 0.47% hits; 3617.4 mouse cells, GR-EGFP nuclear translocation imaging; test concentration mostly 20 µM; stimulated with dexamethasone, 1 µM; hits give low values;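 active means plate z-score of nuclear minus cytoplasmic receptor signal below a set negative limit, without overly bright fluorescence or cell loss, cut at about -3.5 in these data, passing the limit was not always enough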;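 further: z-score of nuclear minus cytoplasmic ring GR-EGFP intensity difference per well; some compounds called inactive have numbers as strong as hits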
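Buffer or medium – tet-free medium with charcoal-stripped serum · Signal – automated 10x imaging of fixed Hoechst-stained cells · Also added – dexamethasone agonist, 1.0 µM final, for 30 min · Incubation – induction 48 h, compound 1 h, agonist 30 min · Read-out – GR-EGFP nuclear translocation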
MT stabilizer – microtubule stabilizers in HeLa cells. % tubulin-high responders, % at 10 µM. AID 2205. 200,000 compounds, 0.83% hits. HeLa tubulin immunostaining HCS, 24 h; share of cells brighter than vehicle mean+2SD;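 active means plate Z-score above 3 for both tubulin-high and condensed-nucleus cell shares, with cell loss under 80%, at 10 µM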;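 further: anti alpha tubulin signal scored within the nucleus-defined area of each cell; some results filed as inactive read as strong as hits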
NOD1 inhibition – NOD1 signaling inhibitors, primary screen, cell-based, luminescence, uHTS (AID 1578); NOD1-driven NF-kB luciferase reporter cells, luminescence; higher % means a stronger effect; 290,000 compounds, 1% hits; inhibition, % at 4 µM, or EC50 in µM where a hit was titrated; in the data active means inhibition mostly above about 36%, no sharp cut-off; inactive means mostly below about 34%;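 further: HEK-293T reporter cells stimulated with the NOD1 agonist gamma-tri-DAP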
Yfh1-depleted yeast – enhancers of respiration in Yfh1-depleted yeast, dose response, Friedreich's ataxia, plus single-dose screen (AID 1465); S. cerevisiae Yfh1-off respiration, WST-1 reduction, 72 h; higher fold induction means a stronger effect; fold induction at 50 µM; hits with a dose series show EC50 in µM; 220,000 compounds, 0.074% hits;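 active means fold induction of absorbance versus untreated yeast above a set limit, then at least 30% activation at any dose in follow-up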;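 further: activators that raise dye reduction in frataxin-depleted yeast; strong numbers were not always called active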
Dynein cargo inh cytoplasmic EGFP – second read-out of Dynein cargo inh, no call of its own (marks repeat the call); z-score; measured here: cytoplasmic GR-EGFP intensity; hits give high values
Dynein cargo inh nuclear GR-EGFP – recorded beside Dynein cargo inh, whose call it bears; z-score; measured here: nuclear GR-EGFP intensity;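 lower value marks the stronger effect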
Dynein cargo inh cell count – further read-out of Dynein cargo inh, marked with its call; z-score; measured here: cell count per field
bCat nuc transl cell count 5 µM – second read-out of bCat nuc transl, no call of its own (marks repeat the call); cell count; measured here: cell count, cytotoxicity flag
MT stabilizer Hoechst-high % – also measured in MT stabilizer; calls as there; % Hoechst-high responders; measured here: nuclear condensation Hoechst responders;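 share of cells brighter than vehicle mean plus two SD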
MT stabilizer cytotoxicity % – recorded beside MT stabilizer, whose call it bears; toxicity, %; measured here: cytotoxicity by cell density;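 0% = mean cell density of plate MIN control wells and 100% = no cells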
* = called active by the depositor; i = inactive; / = no result given. These rows are one share of the data. The share of hits here may be higher or lower than overall.

SMILES	bCat nuc transl	M17LAP inhibition	NOD2 inhibition	Dynein cargo inh	MT stabilizer	NOD1 inhibition	Yfh1-depleted yeast	others
O=C(CCN1C(=O)/C(=C/c2ccccc2F)SC1=S)NCCCn1ccnc1	/	/	-9.7%	/	/	-25.8%	/
CN(CC(=O)Nc1cccc(F)c1)C(=O)CC1CC2CCC1C2 (centres undefined)	/	/	-4.4%	/	/	-32.8%	/
COc1ccc(-n2nc(C(=O)NCC(=O)N3CCCCCC3)c3ccccc3c2=O)cc1	/	/	-8.3%	/	/	-48.4%	/
COc1ccc2cc(C(=O)C3CCCN(C(=O)c4sc(C)nc4C)C3)ccc2c1 (centres undefined)	/	/	13.5%	/	/	-8.2%	/
CC(Oc1ccccc1)C(=O)N=C1SC2CS(=O)(=O)CC2N1c1ccccc1 (centres undefined)	/	/	9.4%	/	/	-7.8%	/
COc1ccc(S(=O)(=O)N(Cc2cccnc2)Cc2cc3ccccc3[nH]c2=O)cc1	/	/	15.7%	/	/	-5.3%	/
COc1ccc(-n2nc(C(=O)NCC(=O)N3CCN(c4ccccc4)CC3)c3ccccc3c2=O)c(OC)c1	/	/	-92.7%	/	/	4.9%	/
O=C(O)Cc1ccc(NC(=O)c2ccc(NC(=O)C3CC3)cc2)cc1	/	/	5.6%	/	/	6.0%	/
Cc1cccn2cc(-c3cccc(S(=O)(=O)N4CCOCC4)c3)nc12	/	/	5.5%	/	/	-42.6%	/
CCc1ccc(CN2C(=O)c3ccccc3C2C(=O)NC(C)CC)cc1 (centres undefined)	/	/	-0.6%	/	/	-3.0%	/
O=C(NCc1ccccc1)c1ccc(N2CCC3(CC2)CC(c2ccccc2)=NO3)c([N+](=O)[O-])c1	/	/	2.1%	/	/	3.2%	/
COC(=O)c1ccccc1NC(=O)CN1CCCCCC1	/	/	4.3%	/	/	-17.6%	/

Quoted at random: two compounds from above
SMILES	bCat nuc transl	M17LAP inhibition	NOD2 inhibition	Dynein cargo inh	MT stabilizer	NOD1 inhibition	Yfh1-depleted yeast	others
COc1ccc(S(=O)(=O)N(Cc2cccnc2)Cc2cc3ccccc3[nH]c2=O)cc1	/	/	15.7%	/	/	-5.3%	/
CC(Oc1ccccc1)C(=O)N=C1SC2CS(=O)(=O)CC2N1c1ccccc1 (centres undefined)	/	/	9.4%	/	/	-7.8%	/

(more compounds)
SMILES	bCat nuc transl	M17LAP inhibition	NOD2 inhibition	Dynein cargo inh	MT stabilizer	NOD1 inhibition	Yfh1-depleted yeast	others
CN1CCc2c(sc(NC(=O)Cc3ccccc3)c2C#N)C1	/	/	17.0%	/	/	-0.9%	/
N#Cc1ncc(Cc2ccccc2)nc1C#N	/	/	21.8%	/	/	-11.1%	/
CSc1nc(NS(=O)(=O)c2cc(Br)ccc2Br)cc(=O)[nH]1	/	/	31.8%	/	/	-12.1%	/
O=C(Cc1ccccc1)NCC(=O)N/N=C/c1ccc(C(=O)O)cc1	/	/	-13.2%	/	/	-8.9%	/
Cc1ccc(Nc2cc(C)nc(-c3ccccc3)n2)cc1	/	/	-32.8%	/	/	-0.6%	/
COc1ccc(S(=O)(=O)N2CCOCC2)cc1C(=O)Nc1ccc2c(c1)OCO2	/	/	12.7%	/	/	-18.3%	/
O=C(c1ccc(OC2CCN(Cc3cccc(F)c3)CC2)cc1)N1CCCCC1	/	/	-22.5%	/	/	-13.6%	/
COc1ccc2c(c1)c1nc3n(c(=O)c1n2CC(=O)Nc1ccccc1)CCS3	/	/	8.8%	/	/	-17.5%	/
Cc1ccc(-n2nc3c(=O)n(CC(=O)NCc4cccs4)nc(C)c3c2C)cc1	/	/	24.6%	/	/	-11.9%	/
Cc1nc(C)c(C(=O)N2CCCC(C(=O)c3ccc(Cl)cc3C)C2)s1 (centres undefined)	/	/	18.8%	/	/	8.1%	/
CC1(O)CC(c2ccc(Cl)cc2)=NN1C(=O)c1ccc(Cl)cc1 (centres undefined)	/	/	-25.0%	/	/	-27.7%	/
COc1ccccc1C(=O)NC(=S)Nc1ccc2[nH]c(=O)[nH]c2c1	/	/	-18.5%	/	/	-36.5%	/
O=C(CSc1ccc2nnc(CCNC(=O)c3ccc(F)cc3)n2n1)NCc1ccco1	/	/	-4.3%	/	/	-27.4%	/
Cc1ccc(-c2nc(SCC(=O)N(C)c3c(N)n(Cc4ccccc4)c(=O)[nH]c3=O)n[nH]2)cc1	/	/	5.3%	/	/	-42.9%	/
CCCCN(C(=O)c1ccccc1OCc1ccc(F)cc1)c1c(N)n(CCC)c(=O)[nH]c1=O	/	/	10.9%	/	/	9.4%	/
OC(CN1CCCCC1)Cn1c2ccc(Cl)cc2c2cc(Cl)ccc21 (centres undefined)	/	/	-1.0%	/	/	9.9%	/
O=S(=O)(NCC1CCCN(Cc2ccccc2)C1)c1cccc2cccnc12 (centres undefined)	/	/	0.9%	/	/	-3.6%	/
COc1ccc(-c2csc(NC(=O)Cc3ccccc3F)n2)c(OC)c1	/	/	26.6%	/	/	-16.8%	/
Cc1cc(C)[n+]2[nH]c(N)c(N=Nc3ccccc3)c2n1	/	1.1%	/	0.552	/	/	i	Dynein cargo inh cytoplasmic EGFP=-0.284;Dynein cargo inh nuclear GR-EGFP=0.219;Dynein cargo inh cell count=-0.329
Cc1nccn1CC1CCc2c(c3ccccc3n2C)C1=O (centres undefined)	/	/	10.5%	/	/	-15.0%	i
Cn1c(=O)c2c(nc(N3CCOCC3)n2CC(=O)c2ccccc2)n(C)c1=O	-1.4	/	-2.5%	/	/	-14.4%	/	bCat nuc transl cell count 5 µM=740
Cc1ccc2nc3c(cc(C(=O)NCc4cccnc4)c(=N)n3C(C)C)c(=O)n2c1	-1.5	/	-9.7%	/	/	-1.9%	/	bCat nuc transl cell count 5 µM=1019
Cc1ccc2nc(NC3=NCN(C4CCCCC4)CN3)nc(C)c2c1	3.7	/	1.1%	/	/	-4.1%	/	bCat nuc transl cell count 5 µM=1100
Cc1ccccc1-c1nc(CN2CCC(C(=O)NC3CCN(Cc4ccccc4)CC3)CC2)c(C)o1	/	/	/	0.268	4.9	/	i	Dynein cargo inh cytoplasmic EGFP=-0.0628;Dynein cargo inh nuclear GR-EGFP=0.327;Dynein cargo inh cell count=-0.264;MT stabilizer Hoechst-high %=2.5;MT stabilizer cytotoxicity %=1.4

By substructure: the entries above containing an aryl methoxy group.
SMILES	bCat nuc transl	M17LAP inhibition	NOD2 inhibition	Dynein cargo inh	MT stabilizer	NOD1 inhibition	Yfh1-depleted yeast	others
COc1ccc(-n2nc(C(=O)NCC(=O)N3CCCCCC3)c3ccccc3c2=O)cc1	/	/	-8.3%	/	/	-48.4%	/
COc1ccc2cc(C(=O)C3CCCN(C(=O)c4sc(C)nc4C)C3)ccc2c1 (centres undefined)	/	/	13.5%	/	/	-8.2%	/
COc1ccc(S(=O)(=O)N(Cc2cccnc2)Cc2cc3ccccc3[nH]c2=O)cc1	/	/	15.7%	/	/	-5.3%	/
COc1ccc(-n2nc(C(=O)NCC(=O)N3CCN(c4ccccc4)CC3)c3ccccc3c2=O)c(OC)c1	/	/	-92.7%	/	/	4.9%	/
COc1ccc(S(=O)(=O)N2CCOCC2)cc1C(=O)Nc1ccc2c(c1)OCO2	/	/	12.7%	/	/	-18.3%	/
COc1ccc2c(c1)c1nc3n(c(=O)c1n2CC(=O)Nc1ccccc1)CCS3	/	/	8.8%	/	/	-17.5%	/
COc1ccccc1C(=O)NC(=S)Nc1ccc2[nH]c(=O)[nH]c2c1	/	/	-18.5%	/	/	-36.5%	/
COc1ccc(-c2csc(NC(=O)Cc3ccccc3F)n2)c(OC)c1	/	/	26.6%	/	/	-16.8%	/
